SIRT5 block: blocks human SIRT5 desuccinylation of peptide | Q9NXA8 | Purified SirT5, succinyl-peptide AMC, trypsin-coupled fluorescence | inhibition, % at 15 µM | 330,000 tested, 1.1% active; in the data active = inhibition above about 15%; inconclusive = no clear call, values can overlap the other calls
Target sequence (Q9NXA8 whole entry, looked up): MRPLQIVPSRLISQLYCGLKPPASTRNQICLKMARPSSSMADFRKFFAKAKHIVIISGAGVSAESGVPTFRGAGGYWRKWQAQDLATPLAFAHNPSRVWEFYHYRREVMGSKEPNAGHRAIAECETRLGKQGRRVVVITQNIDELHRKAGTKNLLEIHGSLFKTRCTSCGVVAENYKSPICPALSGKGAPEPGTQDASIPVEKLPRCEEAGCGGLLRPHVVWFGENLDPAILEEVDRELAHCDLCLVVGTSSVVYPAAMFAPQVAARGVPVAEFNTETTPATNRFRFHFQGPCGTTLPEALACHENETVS
CFTR F508del cor: CFTR F508del correction in bronchial cells. CFBE cells, YFP halide quenching; stimulated with forskolin plus potentiator P3; % fluorescence drop versus neutral controls. 350,000 tested, 0.36% active. activity (quench increase), % at 7.58 µM;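 active = mean added fluorescence quench of at least 8% versus neutral control, with both replicates also reaching 8%; inconclusive = only one of the mean or replicate conditions met; inactive = mean below 8% and not both replicates reaching 8%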;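 note: cells transiently co-express mutant CFTR-F508del with the halide-sensitive YFP; corrector assay measuring rescue of mutant channel to the surface after 24 h compound exposure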
miR122 inh: miR-122 inhibition in Huh7 cells | Huh7 miR-122 Renilla luciferase sensor, 48 h; neutral wells = 0, positive control = 100 | activation (reporter increase), % at 12.5 µM | 340,000 tested, 0.3% active;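 active = mean replicate activation score at least 90 and every replicate individually at or above 90; inconclusive = only one of the two criteria met; inactive = neither criterion met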;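 note: higher luciferase means less miR-122 activity so hits act as miR-122 inhibitors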
Casp6 inh: inhibitors of human caspase-6; P55212; purified caspase-6, Z-VEID-R110 cleavage fluorescence; inhibition, % at 12.5 µM; 350,000 tested, 0.53% active; AID 686996;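 active = mean inhibition across replicates at least about 35%, with every replicate also reaching that limit, limit read from the data; inconclusive = only one of the two criteria met; inactive = neither criterion met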;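 note: 0% = median of neutral control wells and 100% = no fluorescence left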
Target sequence (P55212 24-179 limits assumed): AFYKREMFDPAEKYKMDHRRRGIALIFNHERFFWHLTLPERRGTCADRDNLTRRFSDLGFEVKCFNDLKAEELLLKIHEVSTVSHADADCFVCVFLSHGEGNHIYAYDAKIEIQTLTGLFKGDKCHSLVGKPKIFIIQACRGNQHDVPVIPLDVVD
Target sequence (P55212 194-293 limits assumed): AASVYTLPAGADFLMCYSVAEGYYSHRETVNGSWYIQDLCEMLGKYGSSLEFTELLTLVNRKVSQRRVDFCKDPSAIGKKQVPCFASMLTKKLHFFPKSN
DENV2 CPE rescue: protects cells from dengue virus 2 cytopathic effect; DENV2-infected cells, cytopathic effect rescue, plate reader; CPE inhibition, % at 9.99 µM; 350,000 tested, 1.7% active; AID 651640; in the data active = CPE inhibition above about 20%, passing the limit was not always enough; inconclusive = no clear call, values can overlap the other calls; tested in BHK-21 cells;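 note: 0% = median of neutral control wells and 100% = median of positive control wells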
ERAP1 HTS inh: blocks human ERAP1 aminopeptidase activity | 340,000 tested, 0.15% active | AID 652197 | inhibition, % at 10.7 µM | recombinant ERAP1, Leu-AMC fluorescence, 60 min;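 active = mean replicate inhibition of at least 30%, or all replicates individually reaching that 30% level; inactive = mean below 30% and not every replicate reaching it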;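 note: 0% = neutral control wells and 100% = L-leucinethiol positive control wells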
ERp5 block: ERp5 (human) disulfide isomerase inhibition; ERp5 insulin aggregation, absorbance 650 nm, 90 min; Q15084; 350,000 tested, 0.05% active; inhibition, % at 9.99 µM;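 active = mean replicate inhibition above about 25%, with every replicate also reaching it, limit read from the data, passing the limit was not always enough; inconclusive = only one of those two criteria met; inactive = neither criterion met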
Target sequence (Q15084 whole entry, looked up): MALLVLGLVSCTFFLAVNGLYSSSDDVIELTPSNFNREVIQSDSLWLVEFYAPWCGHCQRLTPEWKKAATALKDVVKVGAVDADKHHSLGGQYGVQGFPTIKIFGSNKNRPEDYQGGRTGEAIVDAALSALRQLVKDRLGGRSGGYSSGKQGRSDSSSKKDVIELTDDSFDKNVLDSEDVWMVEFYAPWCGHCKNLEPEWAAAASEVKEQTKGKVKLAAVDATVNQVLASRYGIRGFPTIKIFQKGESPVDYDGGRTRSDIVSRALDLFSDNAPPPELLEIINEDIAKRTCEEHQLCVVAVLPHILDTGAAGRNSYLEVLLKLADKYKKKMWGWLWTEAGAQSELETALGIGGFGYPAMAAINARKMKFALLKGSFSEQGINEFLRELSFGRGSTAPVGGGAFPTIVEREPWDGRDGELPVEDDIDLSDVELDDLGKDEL
* hit, by the source's call; ? = inconclusive; / = no result given; [ ] = dose if it differs, or a comment. Compounds as they come; 4% or so of the library scored in one or more.

SMILES	SIRT5 block	CFTR F508del cor	miR122 inh	Casp6 inh	DENV2 CPE rescue	ERAP1 HTS inh	ERp5 block
CCOC(=O)[C@]12CCCC=C1N(Cc1ccccc1)C(=O)[C@H](CC(=O)NCCCN1CCCC1=O)C2	2.5	1.7	/	-2.0	2.4	/	-2.2
COc1ccc([C@H]2CC(=O)C=C(c3cc(Cl)cc(Cl)c3)C2)cc1	-1.8	-0.9	-12.5	-6.2	11.9	-0.1	-2.5
COc1ccc(NC(=O)Cn2c(C(C)C)nc(C)cc2=O)cc1Cl	-9.3	-3.8	/	-5.3	3.3	6.4	10.1
COc1ccc(NC(=O)c2cc(-c3ccc(F)cc3OC)n[nH]2)c(OC)c1	/	1.5	-3.5	0.4	-5.9	-1.7	4.1
C[C@H]1CN([C@@H](C)CO)C(=O)c2cc(NC(=O)Nc3cccc4ccccc34)ccc2O[C@@H]1CN(C)S(=O)(=O)c1ccc(Cl)cc1	-2.4	0.1	-16.6[16.7 µM]	-0.5	-1.6	-1.6	1.9
Cc1ccc(-c2nc3ccccc3c(=O)n2NC(=O)COc2ccccc2)cc1	3.3	/	/	-0.7	5.3	-0.3	-2.9
CCCCCCCCC(=O)NNC(=O)c1c(O)c2ccccc2n(CCC)c1=O	2.3	/	/	-3.8	-7.9	-5.7	-4.4
CCOC(=O)Cc1csc(NC(=O)CCc2ccc(S(=O)(=O)N3CCOCC3)cc2)n1	3.4	0.5	/	-0.3	3.6	12.5	4.5
CC(=O)NC(c1ccccc1)c1nc(-c2ccccc2)cs1 (configuration not stated)	-3.1	-0.6	-10.5	2.3	6.1	1.9	-0.4
CC(C)NC(=O)N[C@@H]1C=C[C@@H](CC(=O)NCCN2CCCC2)O[C@H]1CO	-3.3	-3.3	/	-2.1	-3.8	0.1	-3.4
COc1cc2c(-c3ccc4cc[nH]c4c3)c(-c3ccc(C#N)cc3)oc(=O)c2cc1OC	5.4	6.9	-7.3	1.5	9.5	4.5	4.9
COc1ccc(C(=O)C2CCN(C(=S)Nc3ccc(F)cc3)CC2)cc1	-2.5	-3.1	/	2.5	-8.8	1.1	2.0
O=C(Nc1ccncc1)c1cc2ccccc2cc1O	-20.2	0.9	5.4	7.9	4.3	-0.9	0.7
OCCC1CN(Cc2cccn2-c2nccs2)CCN1CCc1ccccc1 (configuration not stated)	/	6.4	0.5	-5.5	-4.8	3.3	-1.3
CCCCN(C(=O)c1cccc(-n2cccc2)c1)c1c(N)n(CCCC)c(=O)[nH]c1=O	0.8	-1.8	/	43.5*	4.1	2.2	-4.9
CCCNC(=O)Nc1ccc2c(c1)OC[C@H](C)N(C(=O)C1CCC1)C[C@@H](C)[C@@H](OC)CN(C)C2=O	-1.3	-2.5	-5.5[16.7 µM]	2.2	-5.2	1.4	0.7
C[C@@H]1CN([C@H](C)CO)C(=O)c2cc(NS(C)(=O)=O)ccc2O[C@@H](C)CCCCO[C@H]1CN(C)C(=O)C1CCCCC1	-1.5	-2.4	-8.6[16.7 µM]	-1.3	5.9	-3.4	-1.3
Cc1ccc(S(=O)(=O)N2CCCCC2)cc1NC(=O)c1ccc2c(=O)n3c(nc2c1)CCCCC3	1.4	/	/	-1.3	?	4.5	4.8
CCn1c(SCC(=O)Nc2ccccc2Br)nnc1-c1cnccn1	-2.8	0.6	-3.8	0.2	-2.8	2.7	1.4
CCC1(C)N=C(c2ccc3c(c2)OCO3)CC(c2ccccc2O)N1 (configuration not stated)	0.5	-0.3	/	-2.0	3.6	1.3	5.5
O=C1NC[C@@H](CCCCN2C[C@H](Cc3ccccc3)N(Cc3ccccc3)C(=O)C2=O)N(CCc2ccccc2)C1=O	0.2	1.0	/	6.4	/	-3.6	-2.3
N#Cc1c(NC(=O)c2ccccc2Cl)n(Cc2ccccc2)c2nc3ccccc3nc12	-3.1	2.5	/	100.0*	7.6	-2.0	4.4
O=C(Cc1ccccc1)NC1CCCCC1	1.2	1.1	-1.5	-6.8	-0.1	-3.7	6.2
CCC(=O)N(C)C[C@H]1Oc2cc(-c3ccc(OC)cc3)ccc2S(=O)(=O)N([C@H](C)CO)C[C@H]1C	-9.8	-0.8	-24.9[16.7 µM]	-1.7	-0.9	-0.2	2.5
CCOc1cc(S(=O)(=O)NCc2ccco2)c(OCC)cc1-n1cnnn1	-4.0	0.1	/	0.2	-5.3	-0.1	1.4
CCOc1ccccc1-n1nnnc1SCC(=O)N(C)C1CCS(=O)(=O)C1 (configuration not stated)	-6.2	2.1	-5.2	-160.1	-19.3	-4.5	4.2
COC(=O)c1ccccc1-n1c(CCC(=O)O)ccc1-c1ccc(F)cc1	0.6	-1.1	-2.5	7.6	-3.1	1.4	1.1
COc1ccc(C(CNC(=O)COc2ccccc2)N2CCOCC2)cc1 (configuration not stated)	-1.4	1.7	/	-202.8	-1.0	-0.2	2.4
COc1ccc2cc(C)c3nnc(SCC(=O)Nc4cc(OC)c(OC)cc4C(=O)O)n3c2c1	-2.6	0.4	0.4	0.7	-9.6	-0.3	1.6
C[C@@H]1CN([C@@H](C)CO)S(=O)(=O)c2ccc(-c3cncnc3)cc2O[C@H]1CN(C)C(=O)NC1CCCC1	-18.3	-0.5	-0.8[16.7 µM]	-1.1	5.0	1.9	4.1
CC(C)Nc1nc(Cl)nc(NCCOc2ccccc2)n1	-4.2	0.8	/	-2.1	-3.4	0.4	-0.3
Cc1ccccc1/C=C\c1nc(O)c([N+](=O)[O-])c(=O)[nH]1	9.9	0.7	1.9	4.9	-4.5	2.2	0.8
CCCC(=O)Nc1ccc2c(c1)OC[C@@H](C)N(Cc1cccc(F)c1)C[C@@H](C)[C@H](OC)CN(C)C2=O	-3.1	5.4	/	-0.4	?	-2.5	-3.0
CCOC(=O)COc1ccc(Br)cc1/C=C\c1[nH]c(=O)[nH]c(=O)c1[N+](=O)[O-]	2.5	/	/	56.4*	9.6	6.7	3.0
C[C@@H]1CN([C@@H](C)CO)C(=O)c2cc(-c3cccc(F)c3)cnc2O[C@@H]1CN(C)C	7.5	1.3	-2.6[16.7 µM]	2.0	7.3	1.3	-3.2
CCCC(C)C(=O)Nc1ccc(S(=O)(=O)Nc2nccc(C)n2)cc1 (configuration not stated)	0.5	-1.0	2.3	-0.1	-3.0	-4.7	9.3
CCN(CC)CCNC(=O)c1cn(C)c2ccc(S(=O)(=O)N(C)C3CCCCC3)cc2c1=O	-2.1	0.3	2.0	-3.8	3.5	-0.9	7.4
COc1ccccc1-c1cnc2c(c1)C(=O)N([C@@H](C)CO)C[C@H](C)[C@H](CN(C)Cc1ccccc1)O2	-1.2	1.1	4.1[16.7 µM]	-1.4	4.3	-0.7	2.2
O=C1N[C@@H](c2ccccc2)COC(=O)[C@H](Cc2ccc(F)cc2)CC/C=C/C[C@@H]1CC(=O)N(CCO)Cc1ccccc1	/	0.3	/	0.8	?	-0.6	3.2
C[C@@H]1CN([C@@H](C)CO)C(=O)c2cccc(NC(=O)C3CCCCC3)c2O[C@@H]1CN(C)S(=O)(=O)c1ccc(Cl)cc1	0.1	-0.8	-3.6[16.7 µM]	2.0	1.4	-2.1	2.9
Nc1ccn([C@@H]2O[C@H](CNCc3cnc(N4CCOCC4)nc3)[C@@H](O)[C@H]2O)c(=O)n1	1.3	-4.8	-3.1	0.2	-2.0	-2.9	8.5
Cc1ccc(C)c(C(C)NC(=O)c2ccncc2)c1 (configuration not stated)	-1.3	0.8	-3.3	0.9	8.3	0.9	3.2
C[C@@H]1CCCCO[C@@H](CN(C)C(=O)C2CCCCC2)[C@@H](C)CN([C@H](C)CO)C(=O)c2cc(NC(=O)c3ccccc3)ccc2O1	-2.5	-2.5	5.0[16.7 µM]	0.9	17.1	1.2	10.0
Fc1ccccc1-c1[nH]ncc1-c1nnnn1-c1ccccc1	-3.6	-2.6	-4.8	-1.5	-2.5	/	7.0
O=c1cccc(-c2ccc3ccccc3c2)o1	3.0	2.0	/	1.3	-3.7	/	-5.6
COCCNC(=O)C(C)Oc1ccccc1 (configuration not stated)	-1.1	-4.5	-6.8	0.3	-0.7	-2.6	0.3
COc1cccc(CN2CC(C(=O)NCc3cccc(Cl)c3)CCC2=O)c1 (configuration not stated)	-4.1	-0.7	0.7	-2.0	-5.7	0.7	-4.7
CCOC(=O)[C@]12CCC=C1N(CCC1=CCCCC1)C(=O)[C@H](CC(=O)N1CCN(C(=O)c3ccco3)CC1)C2	-1.6	-3.5	/	2.4	7.7	-2.1	0.4
COc1ccccc1C(=O)N1C[C@H]2[C@@H](c3ccccc31)[C@H](CO)N2C(=O)Cc1cccnc1	5.3	-0.7	0.0[16.7 µM]	1.5	-5.0	-1.7	-2.6
O=S(=O)(Nc1nc(SCc2ccc(Cl)cc2)n[nH]1)c1ccc(F)cc1	-4.8	1.0	-1.6	2.4	28.9*	1.0	-1.0
O=C(CN1C(=O)c2ccc([N+](=O)[O-])cc2C1=O)NCc1ccco1	1.4	-2.8	-0.3	3.0	2.1	-4.2	-1.3
C[C@H]1CCCCO[C@H](CN(C)Cc2ccccc2)[C@@H](C)CN([C@@H](C)CO)C(=O)c2cc(NC(=O)Nc3cccc4ccccc34)ccc2O1	-1.1	1.5	-26.9[16.7 µM]	1.7	-24.3	-0.7	0.9
Cc1ccc2oc(C(=O)NCc3ncc(C)[nH]3)c(C)c2c1	-0.9	-3.3	-3.5	-0.2	-3.5	3.3	2.5
COCC#Cc1ccc([C@H]2[C@H](CO)N3CCCCN(C(=O)Nc4cc(F)ccc4F)C[C@@H]23)cc1	4.1	2.8	12.5[16.7 µM]	0.1	5.1	-0.2	1.9
C[C@@H]1CN([C@H](C)CO)C(=O)c2cccc(NC(=O)C3CCCCC3)c2O[C@H]1CN(C)Cc1ccc(Cl)c(Cl)c1	6.9	-1.0	32.3[16.7 µM]	-2.2	8.7	-0.1	-1.7
Cc1c(C(=O)NCc2ccccn2)sc(=O)n1Cc1ccc(-c2ccccc2)cc1	/	0.4	/	0.3	-3.0	/	5.0
O=C(C[C@H]1C[C@H]2c3cc(NC(=O)C4CCOCC4)ccc3O[C@H]2[C@H](CO)O1)NCc1ccccn1	1.7	1.9	5.6[16.7 µM]	-2.2	-3.4	-0.4	-6.1
CCOc1ccc(CC2CCC(=O)NC2=O)cc1 (configuration not stated)	-2.0	/	1.3	0.6	0.1	0.3	4.5
C=CCC1NS(=O)(=O)OC2CCCC12 (configuration not stated)	/	3.5	2.5	1.6	-2.3	0.1	1.5
CN(C(=O)c1ccc(NC(=O)Cc2cccc(NC(=O)C3CCCN(C(=O)C4CCCC4)C3)c2)cc1)C1CC1 (configuration not stated)	-1.9	-0.8	-4.7	5.0	-5.0	-0.5	-13.1

Whole records, quoted from the list. Screens in order: SIRT5 block	CFTR F508del cor	miR122 inh	Casp6 inh	DENV2 CPE rescue	ERAP1 HTS inh	ERp5 block
C=CCC1NS(=O)(=O)OC2CCCC12 (configuration not stated) in the list: /	3.5	2.5	1.6	-2.3	0.1	1.5
CCN(CC)CCNC(=O)c1cn(C)c2ccc(S(=O)(=O)N(C)C3CCCCC3)cc2c1=O in the list: -2.1	0.3	2.0	-3.8	3.5	-0.9	7.4
CCOc1cc(S(=O)(=O)NCc2ccco2)c(OCC)cc1-n1cnnn1 in the list: -4.0	0.1	/	0.2	-5.3	-0.1	1.4

Going on with the list:
SMILES	SIRT5 block	CFTR F508del cor	miR122 inh	Casp6 inh	DENV2 CPE rescue	ERAP1 HTS inh	ERp5 block
CCCN(C(=O)CCl)C1=CCCCC1	-8.5	0.4	/	14.6	-1.2	-1.2	0.3
COc1ccc(NC(=O)C(C)(C)Oc2ccc(Cl)cc2)cn1	-2.7	1.5	/	2.6	13.6	-5.0	4.4
COc1cc2c(cc1OC)/C(=C/C(C)=O)OC2	4.7	-0.3	/	-0.6	10.8	2.1	-4.4
CCN=C1S/C(=C/c2ccc(-c3ccc(F)cc3)o2)C(=O)N1CC	-1.8	1.4	8.9	-2.5	-1.4	2.4	-1.4

High-throughput results (PubChem BioAssay)
